# LYPLA2 inh – LYPLA2 inhibitors, primary screen, counter-screen for PME1 inhibitor project, biochemical, fluorescence polarization, FP-Rh probe ABPP. recombinant LYPLA2. inhibition, % at 5.9 µM. hit rate 0.38% among 320,000. AID 2177, 2009;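 active = inhibition above the screen-wide mean plus 3 SD, limit set per campaign, cut at about 26% in these data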;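 note: 0% = LYPLA2 with DMSO and 100% = wells lacking LYPLA2 enzyme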
# LYPLA1 inh – LYPLA1 inhibitors, primary screen, counter-screen for PME1 inhibitor project, biochemical, fluorescence polarization, FP-Rh probe ABPP; Acyl-protein thioesterase 1 (Homo sapiens), O75608; recombinant LYPLA1; inhibition, % at 5.9 µM; hit rate 0.16% among 320,000; AID 2174, 2009;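 active = inhibition above the mean of all tested compounds plus 3 SD, set per campaign, cut at about 14% in these data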;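 note: inhibitors block serine hydrolase probe labeling of LYPLA1 so polarization falls; 0% = enzyme with DMSO and 100% = wells lacking LYPLA1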
# PREPL inhibitor – PREPL enzyme inhibitors, primary screen, biochemical, fluorescence polarization; recombinant PREPL, fluorescence polarization activity-based probe; inhibition, % at 5.96 µM; hit rate 0.68% among 320,000; AID 2751, 2010; in the data active = inhibition above about 43%;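 note: 0% = enzyme with DMSO and 100% = wells lacking enzyme; many of its hits are not listed in these tables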
# PAFAH1B3 FP inh – PAFAH1B3 enzyme inhibitors, primary screen, biochemical, fluorescence polarization, human. hit rate 0.28% among 340,000. Platelet-activating factor acetylhydrolase IB subunit alpha1 (Homo sapiens), Q15102. inhibition, % at 3.39 µM. recombinant PAFAH1B3, FP-rhodamine probe. AID 492972, 2010;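 active = inhibition above the screen-wide average of all tested compounds plus 3 SD, cut at about 25% in these data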;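 note: 0% = enzyme with DMSO only and 100% = wells lacking PAFAH1B3 protein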
# PAFAH1B2 FP inh – PAFAH1B2 enzyme inhibitors, primary screen, biochemical, fluorescence polarization, human; Platelet-activating factor acetylhydrolase IB subunit alpha2 (Homo sapiens), P68402; recombinant PAFAH1B2, FP-rhodamine activity probe; inhibition, % at 3.39 µM; hit rate 1.2% among 340,000; AID 492953, 2010;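 active = inhibition above the mean of all tested compounds plus 3 SD, cut at about 24% in these data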;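 note: 0% = enzyme with DMSO and 100% = wells lacking PAFAH1B2; many of its hits are not listed in these tables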
# Target sequence (P68402 whole entry, looked up): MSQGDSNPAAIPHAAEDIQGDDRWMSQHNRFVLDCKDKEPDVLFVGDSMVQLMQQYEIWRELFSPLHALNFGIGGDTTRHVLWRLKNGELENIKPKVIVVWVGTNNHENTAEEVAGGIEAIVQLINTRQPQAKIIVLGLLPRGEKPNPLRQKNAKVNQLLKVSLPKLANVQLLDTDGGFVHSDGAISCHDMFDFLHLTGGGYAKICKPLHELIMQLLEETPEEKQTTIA
# PAD4 inh – human PAD4 inhibitors, primary screen, biochemical, fluorescence polarization, 1536-well format | Protein-arginine deiminase type-4 (Homo sapiens), Q9UM07 | inhibition, % at 6.36 µM | AID 485272, 2010 | recombinant PAD4, RCA probe fluorescence polarization | hit rate 0.41% among 330,000;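 active = percent inhibition above a cutoff equal to the mean of all tested compounds plus 3 SD, cut at about 15% in these data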;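 note: 0% = PAD4 with RCA probe and DMSO and 100% = probe without PAD4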
# PME-1 inh – PME-1 inhibitors via competitive probe labeling, primary screen, biochemical, fluorescence polarization, FP-Rh probe, HTS; Protein phosphatase methylesterase 1 (Homo sapiens), Q9Y570; recombinant PME-1; inhibition, % at 5.9 µM; hit rate 0.53% among 320,000; AID 2130, 2009;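 active = inhibition above the campaign mean of all compounds plus 3 SD, cut at about 26% in these data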;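 note: competitive labeling of PME-1 active site by serine hydrolase directed probe; 0% = PME-1 with DMSO and 100% = wells lacking PME-1 enzyme; inhibitors block probe labeling so polarization falls and inhibition rises; many of its hits are not listed in these tables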
# pPAFAH inh – pPAFAH enzyme inhibitors, primary screen, biochemical, fluorescence polarization, human. Platelet-activating factor acetylhydrolase (Homo sapiens), Q13093. recombinant pPAFAH, FP-rhodamine probe fluorescence polarization. inhibition, % at 3.39 µM. hit rate 1.5% among 330,000. AID 463082, 2010;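 active = inhibition above the mean inhibition across the screen plus 3 SD, cut at about 25% in these data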;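 note: inhibitors block binding of the rhodamine activity-based probe so polarization drops; 0% = enzyme with DMSO and 100% = wells lacking pPAFAH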
# Target sequence (Q13093 whole entry, looked up): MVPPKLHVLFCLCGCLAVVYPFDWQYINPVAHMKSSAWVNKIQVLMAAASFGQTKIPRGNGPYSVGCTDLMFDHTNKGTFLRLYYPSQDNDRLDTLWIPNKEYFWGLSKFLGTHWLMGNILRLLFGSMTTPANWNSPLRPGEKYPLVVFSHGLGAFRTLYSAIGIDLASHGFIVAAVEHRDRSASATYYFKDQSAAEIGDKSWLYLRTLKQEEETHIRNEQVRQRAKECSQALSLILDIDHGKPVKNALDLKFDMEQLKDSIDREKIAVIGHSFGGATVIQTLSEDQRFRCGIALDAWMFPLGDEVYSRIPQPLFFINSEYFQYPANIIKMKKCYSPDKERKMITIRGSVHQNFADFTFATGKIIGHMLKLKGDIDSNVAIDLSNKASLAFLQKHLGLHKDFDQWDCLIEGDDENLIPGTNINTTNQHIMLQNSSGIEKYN
# GSTO1 inh – inhibitors of recombinant GSTO1, primary screen, counter-screen for RBBP9 inhibitor project, biochemical, fluorescence polarization; inhibition, % at 5.96 µM; hit rate 1.1% among 300,000; activity-based probe fluorescence polarization; Glutathione S-transferase omega-1 (Homo sapiens), P78417;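 active = inhibition above the campaign mean inhibition plus 3 SD, cut at about 35% in these data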;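 note: 0% = GSTO1-1 with DMSO and 100% = wells lacking GSTO1-1 enzyme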
# Target sequence (P78417 whole entry, looked up): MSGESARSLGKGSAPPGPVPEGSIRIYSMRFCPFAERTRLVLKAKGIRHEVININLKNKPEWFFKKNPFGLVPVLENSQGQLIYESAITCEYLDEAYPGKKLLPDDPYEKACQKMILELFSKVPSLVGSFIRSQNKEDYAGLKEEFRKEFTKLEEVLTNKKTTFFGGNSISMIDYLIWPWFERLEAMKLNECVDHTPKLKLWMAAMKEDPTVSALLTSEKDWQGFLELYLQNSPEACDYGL
# An asterisk follows results filed as active; . = not tested or not shown. The list is partial; the hit share may differ from the screen's.
smiles	LYPLA2 inh	LYPLA1 inh	PREPL inhibitor	PAFAH1B3 FP inh	PAFAH1B2 FP inh	PAD4 inh	PME-1 inh	pPAFAH inh	GSTO1 inh
CC(C)Cn1c(=O)c2c(nc3n2CCCN3Cc2ccccc2)n(C)c1=O	-0.2	4.3	19.9	2.2	4.7	1.9	-1.1	8.5	-1.7
O=C1C2C3C=CC(C4CC34)C2C(=O)N1/N=C/c1ccc(-c2cccc([N+](=O)[O-])c2)o1 (stereo unspecified)	-1.6	-1.6	13.1	2.5	18.7	0.3	5.9	9.7	0.9
COc1ccc(C(C(=O)NCC2CCCO2)N(C(=O)Cn2nnc3ccccc32)c2ccc(NC(C)=O)cc2)cc1OC (stereo unspecified)	1.2	-0.8	13.8	6.1	2.4	1.8	-2.1	-2.8	-2.8
CC(=O)c1ccc(-c2nnc(CCC(=O)N(C)Cc3c(C)nc4ccccn34)o2)s1	6.7	0.6	4.2	2.0	0.3	-7.3	-4.5	-3.6	5.9
O=C(N/N=C\c1cn[nH]c1-c1ccccc1)c1cccnc1	4.2	1.8	2.7	8.3	2.9	-1.4	7.0	4.6	5.6
OCCN(Cc1ccccc1)Cc1ccc(C(F)(F)F)cc1	8.0	1.6	16.5	7.0	7.8	1.0	7.5	-1.0	5.9
CCSc1nc2sc3c(c2c2[n+]1CC(CBr)O2)CCCC3 (stereo unspecified)	1.4	-3.6	-19.4	.	.	2.0	3.5	1.6	13.1
COc1cccc(OC)c1OCCCCN1CCCC1	-2.8	-1.5	-0.4	1.1	1.9	-2.1	1.2	6.2	2.4
COC(=O)c1ccc(-n2nnnc2SCC(=O)Nc2ccccc2F)cc1	0.7	0.2	-11.9	6.0	1.7	0.1	-1.1	1.4	5.4
Cc1cc(-c2n[nH]c(=S)n2/N=C/c2ccc(Br)s2)n[nH]1	6.4	1.7	11.3	7.7	2.2	-2.1	8.7	6.7	9.1
NS(=O)(=O)c1cccc(NC(=O)c2ccc3nc[nH]c3c2)c1	-4.5	-4.4	1.6	20.9	5.0	0.5	2.4	10.4	-3.5
O=C(NCc1ccc2c(c1)OCO2)C1CCCN(C(=O)c2ccc(Cl)cc2)C1 (stereo unspecified)	3.1	3.3	-11.6	2.9	2.2	-0.8	-1.3	8.0	0.9
Cc1ccc(C(=O)N/C(=C\c2ccccc2)C(=O)NCCN2CCOCC2)cc1	5.0	-1.1	-4.9	4.0	1.7	-3.0	2.8	3.3	6.1
CCNc1ccc(C2(O)C(=O)c3ccccc3C2=O)cc1	-0.5	-1.2	-2.4	-0.6	7.3	-2.9	4.8	1.9	-2.3
COc1ccc(CCNC(=O)CSCc2ccc(Cl)cc2)cc1OC	-7.2	-1.4	1.0	14.8	17.4	1.5	1.8	7.0	2.4
COc1ccc(-c2nc(SC(CC(=O)NCCO)c3cccs3)n[nH]2)cc1 (stereo unspecified)	1.7	-2.9	-1.5	7.5	3.6	-0.7	-6.5	-0.5	-1.1
COCCNC(=O)c1c[nH]n2c(=O)cc(C3CCN(C(=O)OC(C)(C)C)CC3)nc12	-1.6	1.7	14.2	4.2	8.2	3.8	3.4	3.9	2.7
O=[N+]([O-])c1cccc(/C=C/c2nc3ccc([N+](=O)[O-])cc3[nH]2)c1	-41.6	-24.6	26.2	-1.4	-2.1	-6.1	-67.1	11.2	-4.2
COc1cc(C(=O)O/N=C(\N)Cc2ccc([N+](=O)[O-])cc2)cc(OC)c1OC	-3.7	-0.5	12.5	.	.	-0.3	0.6	7.9	2.6
O=C(/C=C\c1ccccc1)Oc1cccc2cccnc12	9.6	3.5	37.6	8.2	0.4	4.4	-6.7	7.2	22.1
CCN1C(=NCc2cc(OC)c(OC)c(OC)c2)N[C@@H](c2ccccc2)C(C(=O)OC)=C1C	.	.	17.9	3.9	-0.6	-2.6	.	1.7	.
CS(=O)(=O)c1ccc(Cl)c(NC(=O)c2cccc(Br)c2)c1	-1.9	-3.7	19.9	7.4	0.7	2.1	2.4	-1.4	-2.9
CC1(C)SC(=S)N(/N=C/c2ccccc2O)C1N(O)C(=O)Nc1ccccc1 (stereo unspecified)	-9.9	-6.4	-81.0	3.2	-3.6	-6.4	-10.5	-7.1	-5.3
CC(C)NC(=O)CN1C(=O)c2cccc3cccc1c23	1.4	-2.8	1.6	10.1	0.8	0.1	6.0	3.3	-2.2
Cc1ccc(C(=O)Nc2c(C)cc(C)c3cccnc23)cc1	-3.0	8.3	-1.1	5.9	4.1	7.5	-8.4	0.3	9.3
Cc1c(C(C)(C)C)s/c(=N/S(=O)(=O)c2ccccc2)n1C	1.1	0.2	11.2	13.0	4.2	1.1	-2.6	0.8	-0.3
O=C(c1ccccc1)c1ncc[nH]1	5.8	3.2	-0.6	8.2	3.8	0.1	3.3	1.3	3.6
Cc1cc(CN2C(=O)c3ccccc3C2=O)no1	-0.8	-0.9	3.1	8.1	1.5	0.1	0.1	3.8	-0.5
CCc1cccc(NS(=O)(=O)c2ccc3c(c2)NC(=O)C(C)S3)c1 (stereo unspecified)	-0.3	-0.2	3.9	3.1	6.8	-16.5	-0.3	9.3	8.4
COc1ccc([C@H]2CC(=O)C=C(c3cc(F)ccc3F)C2)cc1OC	-2.8	-3.1	-9.8	-5.6	4.5	-0.8	1.7	3.5	.

smiles	LYPLA2 inh	LYPLA1 inh	PREPL inhibitor	PAFAH1B3 FP inh	PAFAH1B2 FP inh	PAD4 inh	PME-1 inh	pPAFAH inh	GSTO1 inh
Cc1ccc(NC(=O)[C@H](Cc2c[nH]c3ccccc23)NC(=O)[C@@H]2Cc3ccccc3CN2)c(C)c1	1.3	-3.9	10.2	14.6	3.4	0.2	2.6	5.0	-4.4
CC(NC(=O)CSc1cccc(C(F)(F)F)c1)c1ccccc1 (stereo unspecified)	-4.2	0.2	-4.6	0.8	11.2	-1.9	5.0	6.5	-0.6
N#C/C(=C\C1CC2C=CC1C2)c1nc2ccccc2[nH]1 (stereo unspecified)	5.0	-2.4	48.0*	7.1	1.5	-14.0	-3.8	10.5	6.8
O=C(CCc1nc2sc3c(c2c(=O)[nH]1)CCCC3)NCCOc1ccccc1	-5.2	-5.3	-3.0	0.2	9.7	-3.5	-3.4	14.4	2.1
Cc1ccc(F)cc1S(=O)(=O)NCc1ccc(N2CCN(C)CC2)cc1	-2.6	0.7	4.1	.	.	0.4	1.6	5.2	0.6
Cc1ccccc1C(=O)Nc1nnc(S(=O)(=O)N2CCCCCC2)s1	0.1	-3.2	0.7	1.0	6.7	-1.4	1.2	7.7	-68.6
CC(=O)c1cccc(NC(=O)c2ccc(S(=O)(=O)N3CCCC3)cc2)c1	0.0	2.8	-3.1	2.5	1.9	6.0	3.9	-1.3	0.1
COc1ccccc1C(=O)NCCC(=O)N(C)CC(=O)Nc1ccccc1Br	-0.2	2.3	13.3	6.8	-3.0	4.8	2.2	2.6	-6.3
Clc1ccc(-c2c[n+](Cc3ccc(Cl)cc3Cl)c3n2CCCCC3)cc1	0.3	0.6	20.4	-3.3	-2.1	-2.5	-2.7	1.4	7.2
O=C(OC(C(=O)NCc1ccccc1)c1ccccc1)c1ccco1 (stereo unspecified)	-4.2	-2.2	-5.9	-0.2	7.1	2.0	0.6	-2.4	17.8
Cn1c(N)c(C(=O)COC(=O)CCc2ccccc2)c(=O)n(C)c1=O	5.7	4.2	15.4	8.6	7.4	-0.9	0.2	2.7	-4.0
CCc1ccc(NC(=O)C/C(C)=N/NC(=O)OCc2ccc(OC)cc2)cc1	-2.5	3.6	1.3	-3.5	0.3	-3.6	-6.7	5.5	2.1
O=C(CSc1ccc(Cl)cc1)N1CCCC1	2.7	-0.9	-9.6	1.2	10.6	-5.1	-2.6	-1.7	2.7
C[C@H](NC(=O)N1CCn2c1nc1ccccc12)C(=O)NCc1ccccc1	-1.1	-1.1	5.0	2.6	1.6	1.5	-0.2	2.5	-0.6
Cc1ccc(S(=O)(=O)Nc2nc3ccccc3nc2NCc2ccco2)cc1	8.9	3.7	16.2	25.7*	29.5*	9.2	6.8	15.4	3.1
O=C(CNc1ccccc1)N/N=C/c1ccc([N+](=O)[O-])o1	-0.5	-0.4	6.0	2.3	-0.4	-12.1	-0.2	7.9	10.5
O=C(NCCc1ccccc1)c1cc(S(=O)(=O)N2CCOCC2)ccc1F	6.4	-2.2	13.0	1.5	6.2	-8.6	1.5	5.3	-0.1
COc1ccc(-n2nnc3c(=O)n(CC(=O)OCc4ccccc4)cnc32)cc1	1.0	2.5	-10.1	-1.2	2.8	-1.3	0.6	7.6	5.0
O=C(CSc1nc2ccc([N+](=O)[O-])cc2[nH]1)NC1CCCC1	4.3	1.9	15.0	2.6	4.7	3.5	-2.0	5.6	-2.1
O=C(Nc1ccccc1)c1nn(-c2cccc(C(F)(F)F)c2)ccc1=O	7.7	-1.4	2.0	9.4	1.9	-0.4	-5.7	-3.4	1.4
CCc1ccc(CN2CCCC(C(=O)Nc3ccc(-c4cscn4)cc3)C2)o1 (stereo unspecified)	1.8	1.9	-4.3	4.5	2.6	-11.5	-10.5	-6.7	-10.0
CCCCOc1ccc(OC(=O)Nc2cc(Cl)ccc2OC)cc1	11.8	0.6	5.0	3.7	7.9	1.4	-2.4	-0.3	0.4
COc1cc(C=O)ccc1OCCCOc1ccc([N+](=O)[O-])cc1	10.0	2.8	8.6	3.1	0.3	3.3	0.4	4.2	-3.0

# A different layout for 2 compounds above.
Molecule: Clc1ccc(-c2c[n+](Cc3ccc(Cl)cc3Cl)c3n2CCCCC3)cc1
- LYPLA2 inh: 0.3
- LYPLA1 inh: 0.6
- PREPL inhibitor: 20.4
- PAFAH1B3 FP inh: -3.3
- PAFAH1B2 FP inh: -2.1
- PAD4 inh: -2.5
- PME-1 inh: -2.7
- pPAFAH inh: 1.4
- GSTO1 inh: 7.2

Molecule: O=C(OC(C(=O)NCc1ccccc1)c1ccccc1)c1ccco1 (stereo unspecified)
- LYPLA2 inh: -4.2
- LYPLA1 inh: -2.2
- PREPL inhibitor: -5.9
- PAFAH1B3 FP inh: -0.2
- PAFAH1B2 FP inh: 7.1
- PAD4 inh: 2.0
- PME-1 inh: 0.6
- pPAFAH inh: -2.4
- GSTO1 inh: 17.8

# Already shown: an excerpt of the list.
smiles	LYPLA2 inh	LYPLA1 inh	PREPL inhibitor	PAFAH1B3 FP inh	PAFAH1B2 FP inh	PAD4 inh	PME-1 inh	pPAFAH inh	GSTO1 inh
N#C/C(=C\C1CC2C=CC1C2)c1nc2ccccc2[nH]1 (stereo unspecified)	5.0	-2.4	48.0*	7.1	1.5	-14.0	-3.8	10.5	6.8
O=C(CCc1nc2sc3c(c2c(=O)[nH]1)CCCC3)NCCOc1ccccc1	-5.2	-5.3	-3.0	0.2	9.7	-3.5	-3.4	14.4	2.1

# Bioassay records deposited in PubChem BioAssay by The Scripps Research Institute Molecular Screening Center.
